Screens as filed in PubChem.
ELG1 DNA repair – inhibitors of ELG1-dependent DNA repair in HEK293T cells; HEK293T ELG1-luciferase reporter, luminescence, 16 h; DNA damage induced by 5-fluorouridine; AID 504467; Potency, µM (series often up to 46.1 µM), without a hit: at the highest dose activity change, negative = inhibition, most hits filed as inhibitors; hit rate 2.3% among 330,000; further: potency means the concentration at half of the fitted maximal effect; on the % scale 0 is the no-effect control and ±100 the full control effect; nearly all actives have a fitted effect of over 55% in size
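Overnight (16 hr) co-exposure of 2,000 cells/well to 5-fluorouridine and compound at 37 °C preceded detection. Luciferase was quantified via ONE-Glo luminescence; loss of signal denotes inhibition.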
FLuc counter – counter-screen for miR-21 project: firefly luciferase inhibitors or activators. hit rate 6.9% among 360,000. P08659. purified FLuc, Km substrates, luminescence inhibition. Potency, µM (highest dose often 57.5 µM), inactives show top-dose activity change, negative = inhibition, hits mostly inhibitors;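 further: potency means the concentration at half of the fitted maximal effect; plate controls were vehicle for no effect and reference inhibitor for full effect; nearly all actives have a fitted effect of over 55% in size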
Target sequence (P08659 whole entry, looked up): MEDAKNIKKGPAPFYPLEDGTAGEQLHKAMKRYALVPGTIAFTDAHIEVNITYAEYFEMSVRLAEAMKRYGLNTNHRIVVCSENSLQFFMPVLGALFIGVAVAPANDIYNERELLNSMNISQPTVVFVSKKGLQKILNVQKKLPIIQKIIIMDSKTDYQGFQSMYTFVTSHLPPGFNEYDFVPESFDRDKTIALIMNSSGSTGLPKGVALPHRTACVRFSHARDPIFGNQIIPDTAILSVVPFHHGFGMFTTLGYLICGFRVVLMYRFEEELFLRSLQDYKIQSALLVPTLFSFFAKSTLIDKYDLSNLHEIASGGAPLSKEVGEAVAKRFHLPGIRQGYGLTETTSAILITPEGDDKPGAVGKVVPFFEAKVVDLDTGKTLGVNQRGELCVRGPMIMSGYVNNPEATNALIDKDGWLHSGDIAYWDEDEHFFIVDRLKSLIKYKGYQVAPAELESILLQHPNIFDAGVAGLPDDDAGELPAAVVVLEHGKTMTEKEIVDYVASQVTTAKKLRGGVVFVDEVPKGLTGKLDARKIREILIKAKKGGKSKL
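Purified P. pyralis luciferase (10nM final) with 10uM D-luciferin and 10uM ATP (Km levels) in 50mM Tris acetate pH 7.5, 10mM Mg acetate, 0.01% Tween-20, 0.05% BSA; qHTS 6-point titration, ~60 µM downward; luminescence read.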
ELG1 genotox – inducers of genotoxicity in HEK293T ELG1-luciferase cells. HEK293T ELG1-luciferase reporter, luminescence, 16 h. Potency, µM (series often up to 46 µM), for inactives: at the top dose activity change, positive = activation, hits mostly activators. hit rate 1.3% among 330,000; further: potency means the concentration at half of the fitted maximal effect; % of control where 0% means no effect; nearly all actives have a fitted effect of over 60% in size
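After overnight (16 hr) compound treatment at 37 °C, ELG1-luciferase HEK293T cells were lysed with ONE-Glo; luminescence quantified 30 min later at room temperature.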
NPC1 prom act – activators of NPC1 promoter; Huh7 NPC1 promoter luciferase reporter, 24 h; Potency, µM (series often up to 9.22 µM), without a hit: at the top dose activation, hits mostly activators; hit rate 2.4% among 320,000;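 further: potency means the concentration at half of the fitted maximal effect; % of control where 0% means no effect; nearly all actives have a fitted effect of over 60% in size; reporter is driven by a mutant NPC1 promoter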
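Readout is luciferase luminescence, reflecting NPC1 promoter activation in stably transfected Huh7 cells after 24 h compound exposure at 37 °C in reduced-serum medium with 10% FBS.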
Tb PFK inh – T. brucei PFK enzyme inhibition. O15648. T. brucei PFK, ADP-Glo luminescence. Potency, µM (doses to about 57.5 µM), inactives show at the highest dose activity, negative = inhibition, hits mostly inhibitors. hit rate 0.17% among 330,000. AID 485367;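 further: potency means the concentration at half of the fitted maximal effect; 0% = uninhibited 1x PFK enzyme wells and -100% = no-enzyme wells; nearly all actives have a fitted effect of over 60% in size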
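Luminescent ADP detection (ADP-Glo, two-step: ATP depletion then ADP-to-ATP conversion for luciferase) reported PFK activity after 45 min room-temperature reaction of 1.25 nM enzyme with 0.5 mM F6P and 0.1 mM ATP at pH 8.0.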
TRPV1 agonist – activates the human vanilloid receptor TRPV1; Q8NER1; TRPV1-expressing cells, Fluo-8 calcium influx, agonist mode; activation, % at 8.33 µM; hit rate 0.19% among 320,000; AID 540275; in the data active means activation above about 80%; inconclusive means between about 30% and that limit; further: 0% is about no effect
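Cells expressing TRPV1 were dye-loaded with Fluo-8 and read kinetically: 10 s baseline, 3 min after compound (agonist portion), then 2 min after EC20 capsaicin (allosteric enhancer portion). Calcium-bound dye fluorescence at 480/520 nm.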
p53 reactivator – re-activators of mutant p53 | hit rate 0.063% among 320,000 | Potency, µM (highest dose often 92.2 µM), without a hit: at the highest dose activity change, positive = activation, usual class: activators | H1299 p53-A138V BP100-luciferase reporter, luminescence, 24 h | AID 504706; further: potency means the concentration at half of the fitted maximal effect; % of control where 0% means no effect; nearly all actives have a fitted effect of over 45% in size
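p53-null H1299 cells stably carrying temperature-sensitive p53-A138V and a BP100-luciferase reporter were pinned with compounds (4-point, 1:5 series) and held 24 hrs at 37 deg C. Luminescence was read 10 min after detection reagent.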
RORg inh – inhibitors of mouse ROR gamma transcriptional activity; Potency, µM (titrated, usually from 53.6 µM), for the others: at the highest dose activity change, negative = inhibition, most hits filed as inhibitors; hit rate 5.4% among 310,000; P51450; Drosophila S2 Gal4-RORgamma UAS-luciferase reporter, 20 h; further: potency means the concentration at half of the fitted maximal effect; on the % scale 0 is the no-effect control and ±100 the full control effect; nearly all actives have a fitted effect of over 60% in size
Target sequence (P51450 whole entry, looked up, the tested form may be a part): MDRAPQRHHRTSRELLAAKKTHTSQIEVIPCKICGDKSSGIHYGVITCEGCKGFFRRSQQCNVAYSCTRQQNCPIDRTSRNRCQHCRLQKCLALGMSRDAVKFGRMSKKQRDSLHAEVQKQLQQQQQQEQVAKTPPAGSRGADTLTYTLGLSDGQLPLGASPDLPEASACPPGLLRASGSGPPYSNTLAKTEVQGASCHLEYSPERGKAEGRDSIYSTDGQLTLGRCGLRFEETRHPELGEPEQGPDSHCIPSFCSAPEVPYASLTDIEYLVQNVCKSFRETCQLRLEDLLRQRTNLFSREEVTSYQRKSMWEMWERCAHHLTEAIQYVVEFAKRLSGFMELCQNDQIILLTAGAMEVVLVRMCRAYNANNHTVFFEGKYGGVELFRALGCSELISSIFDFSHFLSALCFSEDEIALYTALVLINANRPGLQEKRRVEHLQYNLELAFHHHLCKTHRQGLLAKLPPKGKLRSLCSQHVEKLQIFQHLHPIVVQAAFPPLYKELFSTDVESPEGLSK
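Drosophila Schneider cells stably carrying a metallothionein-driven Gal4 DBD–ROR gamma fusion and a UAS-Photinus luciferase reporter were exposed to compound for 1 hr, then induced with copper sulfate (700 uM final) for 20 hr at ambient temperature before luminescence reading.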
Rab9 promoter act – activators of Rab9 promoter | Huh7 Rab9 promoter-luciferase reporter, luminescence, 24 h | Potency, µM (highest dose often 9.22 µM), inactives show at the top dose activation, negative = inhibition, most hits filed as activators | hit rate 2.8% among 320,000 | AID 485297; further: potency means the concentration at half of the fitted maximal effect; % of control where 0% means no effect; nearly all actives have a fitted effect of over 60% in size
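Luciferase signal after 10 min detection reagent at ambient indicates Rab9 promoter upregulation; stably transfected Huh7 cells were treated 24 h with compound in DMSO at 37 °C, 5% CO2.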
BRCA1 expr act – increases BRCA1 expression. MCF7-BRCA1-FFLuc reporter, luminescence, 48 h; response scale: scaled: vehicle 0%, 10 µM genistein 100%. Potency, µM (top dose mostly 46.1 µM), inactives show top-dose activation, usual class: activators. hit rate 1.1% among 380,000. AID 624202; further: potency means the concentration at half of the fitted maximal effect; nearly all actives have a fitted effect of over 80% in size; some results filed as inactive show a strong effect at the top dose
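MCF7-BRCA1-FFLuc, 2000 cells/well; 2 h attach, 37 °C/5% CO2; compound 48 h; luciferase substrate 15 min; luminescence end-point. Norm. to genistein 10 microM max activation and DMSO; concentration-response curves fitted.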
VP16 counter – counter-screen for ROR gamma inhibitors: Gal4-VP16 reporter. hit rate 3.5% among 310,000. Drosophila S2 Gal4-VP16 UAS-luciferase, luminescence, 20 h. AID 2546. Potency, µM (series often up to 53.6 µM), for the others: top-dose activity, negative = inhibition, usual class: inhibitors;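 further: Gal4-VP16 expression switched on by copper sulfate through the metallothionein promoter; potency means the concentration at half of the fitted maximal effect; on the % scale 0 is the no-effect control and ±100 the full control effect; nearly all actives have a fitted effect of over 50% in size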
* = called active by the depositor; ? = inconclusive; / = no result given; [ ] = dose if it differs, or a comment. Unless noted, the call rests on the fitted dose curve; in most records, active means well fitted curve in the direction sought with a large enough effect; inconclusive means small, poorly fitted or top-dose-only effect, or another doubt; inactive means no such curve, though single readings can be large; an effect the other way counts as inactive or inconclusive.

The line under a structure holds: ELG1 DNA repair	FLuc counter	ELG1 genotox	NPC1 prom act	Tb PFK inh	TRPV1 agonist	p53 reactivator	RORg inh	Rab9 promoter act	BRCA1 expr act	VP16 counter
> Oc1ccc(N2Cc3ccccc3C2)cc1
    17%	-6%	3%	-1%	2%	14	10%	-2%	10%[1.84 µM]	-1%	30%
> CCc1ccc(C(=O)OCC(=O)Nc2cccc(S(=O)(=O)NC3=NCCCCC3)c2)cc1
    0%	-17%	1%	0%	1%	-3	5%	45%	-7%	-2%	-1%
> COc1ccc(CC(=O)Nc2nn(C)c3nc4c(C)cccc4cc23)cc1
    -11%	-3%	0%	3%	1%	8	-1%	-10%	1%	-15%	-4%
> CCn1c(=O)n(CC)c2cc(N3CCCC3)c(NC(=O)c3ccccc3F)cc21
    ?	0%	-13%	-9%	-4%	19	-12%	-4%	0%	-36%	12%
> O=C1/C(=C/c2ccco2)Cc2ccccc21
    ?	13µM*	?	-2%	0%	25	?	27%	0%	-39%	?
> CN1CCC2(CC1)NC(=O)NC2=O
    2%	3%	1%	1%	-7%	2	-1%	-1%	5%	26%	1%
> Cc1ccc(N2C(=O)CC(N3CCN(C)CC3)C2=O)cc1 (centres undefined)
    -2%	-1%	0%	-2%	-7%	-3	-1%	-13%	-6%	/	-10%
> Cc1cccnc1NC(=O)CCNC(=O)c1ccc(Cl)cc1
    17%	5%	7%	1%	3%	5	-2%	15%	4%	-2%	-3%
> CC(=O)c1cccc(NC(=O)c2ccc(NC(=O)CCS(=O)(=O)c3cccs3)cc2)c1
    ?	-8%	-17%	12%	1%	-1	9%	-17%	6%	-5%	?
> O=S(=O)(NC1CCCCC1)c1cccc(-c2nnc(-c3ccccc3)o2)c1
    ?	2%	-9%	-4%	3%	12	4%	1%	0%	-35%	-1%
> CCC(=O)N1CCN(c2ccc(NC(=O)c3ccc([N+](=O)[O-])o3)cc2Cl)CC1
    ?	-5%	0%	-17%	1%	9	-14%	10µM*	-1%	-84%	-11%
> O=C(COc1ccc(Cl)cc1Cl)Nc1nnc(C2=COCCO2)o1
    ?	?	-4%	-5%	-2%	0	2%	3.2µM*	16%	2%	4.5µM*
> Cc1ccc(NS(=O)(=O)c2ccc3c(c2)NC(=O)CO3)cc1
    -3%	0%	-2%	-2%	2%	20	-3%	34%	3%	1%	-2%
> O=C(O)c1cccnc1SC1CC(=O)N(c2ccccc2)C1=O (centres undefined)
    -17%	6%	-1%	2%	1%	0	-3%	-2%	-2%	5%	1%
> CC(=O)c1ccc(N(C(=O)Cn2nnc3ccccc32)C(C(=O)NC2CCCCC2)c2cn(C)nc2C)cc1 (centres undefined)
    22%	1%	2%	1%	-4%	2	0%	23%	-2%	7%	-8%

Other records follow.
The line under a structure holds: ELG1 DNA repair	FLuc counter	ELG1 genotox	NPC1 prom act	Tb PFK inh	TRPV1 agonist	p53 reactivator	RORg inh	Rab9 promoter act	BRCA1 expr act	VP16 counter
> CC(C)NC(=O)Cn1c(=O)n(CC(=O)N2CCCCC2)c(=O)c2sccc21
    18%	0%	-1%	-1%	1%	2	-5%	-4%	-4%	-8%	-2%
> Cc1cccc(OCCNc2cc(N3CCOCC3)ccc2[N+](=O)[O-])c1
    5%	-15%	11%	11%	-2%	8	15%	?	-1%	28%	3%
> N#Cc1sc2nc(-c3ccccc3)cc(C(F)(F)F)c2c1N
    22%	-1%	6%	11%	1%	-5	4%	6%	6%	-63%	2%
> C[N+](C)(C)C(Cc1c[nH]c2ccccc12)C(=O)[O-] (centres undefined)
    4%	0%	3%	1%	3%	-2	-1%	-4%	-1%	/	2%
> CCC(O)(C#CCN1CCCCC1)CC
    ?	3%	0%	-2%	0%	0	-5%	-12%	-5%	-13%	?
> O=C(NC(NC1CCS(=O)(=O)C1)C(Cl)(Cl)Cl)c1ccc(Br)cc1 (centres undefined)
    -21%	-1%	-3%	-2%	-14%	2	0%	15%	-13%	-24%	0%
> COc1ccc(-c2csc(NC(=O)CSc3ccc(Br)cc3)n2)c(OC)c1
    -10%	0%	0%	-2%	-2%	-2	-12%	-3%	-14%	-5%	-3%
> COc1cccc(CC(=O)NCC2COc3ccccc3O2)c1OC (centres undefined)
    ?	-2%	-3%	-1%	-1%	?	3%	9%	-4%	-1%	-17%
> C=CCn1c(=O)c2ccccc2n2c(SCc3nnc(-c4ccccc4Br)o3)nnc12
    ?	0%	-5%	2%	1%	3	-4%	17%	9%	1%	-9%
> CCn1c(SCC(=O)Nc2nc3ccccc3s2)nnc1-c1ccc(Br)cc1
    6%	1%	0%	-3%	-3%	3	1%	24%	0%	3%	15%
> COC(=O)c1ccccc1NC1CC(=O)N(c2c(C)cccc2C)C1=O (centres undefined)
    0%	-10%	-4%	-1%	16%	7	18%	?	-5%	13%	-3%
> CN(C(=O)CCc1nnc(-c2ccc(-c3ccccc3)cc2)o1)C1CCOCC1
    ?	17µM*	-7%	21%	1%	11	-11%	-28%	21%	-25%	-13%
> CN1CCC(N(C)S(=O)(=O)c2ccc(NC(=O)COc3cccc(C(F)(F)F)c3)cc2)CC1
    1%	-1%	-1%	1%	-7%	-2	-5%	/	-6%	-17%	/
> O=C(COc1ccc(S(=O)(=O)N2CCCCC2)cc1Cl)N1CCOCC1
    -17%	-3%	-5%	-3%	-14%	0	-3%	21%	-3%	-22%	-3%
> Cc1ccc(C2NC(c3ccc(C)cc3)C(C)C(=NO)C2C)cc1 (centres undefined)
    2%	0%	-3%	2%	3%	/	-1%	37%	0%	-2%	0%

More results
The line under a structure holds: ELG1 DNA repair	FLuc counter	ELG1 genotox	NPC1 prom act	Tb PFK inh	TRPV1 agonist	p53 reactivator	RORg inh	Rab9 promoter act	BRCA1 expr act	VP16 counter
> Cc1ccc(Cl)cc1N1CCN(S(C)(=O)=O)CC1
    -4%	-1%	-1%	0%	-2%	8	-7%	-8%	-14%	0%	12%
> CN(C)/C=N/c1c(C(=O)NCc2ccccc2)nnn1Cc1ccccc1
    -2%	8%	2%	0%	2%	?	-3%	17%	-4%	-2%	1%
> COc1ccccc1CC(=O)NCC(c1ccco1)N1CCCCC1 (centres undefined)
    -2%	-2%	-4%	-1%	-4%	0	-2%	?	2%	-5%	-2%
> O=C(O)CSc1nnc(-c2ccc(Cl)cc2Cl)n1-c1ccc(Br)cc1
    20%	-2%	-2%	0%	0%	2	/	/	3%	-32%	/
> CN(C)CC(CCC(CN(C)C)C(O)(c1ccccc1)c1ccccc1)C(O)(c1ccccc1)c1ccccc1 (centres undefined)
    18µM*	2%	-17%	-3%	2%	17	-8%	?	-9%	-95%	?
> O=C1CC(c2cccs2)Sc2nc3ccccc3n21 (centres undefined)
    ?	3.4µM*	?	-3%	-10%	0	?	-9%	0%	-30%	-6%
> CCNS(=O)(=O)c1ccc(CCC(=O)N2CCN(c3ccccc3F)CC2)cc1
    -27%	-6%	-6%	2%	-1%	2	-4%	16%	-2%	-4%	-14%
> Cn1ccnc1C(=O)c1cc(SCC(=O)NC2CC2)nc2ccccc12
    ?	-8%	4%	-2%	0%	-5	10%	3%	-4%	-21%	8%
> Cc1cccc(C)c1OCc1cc(C(=O)NC2CCC(O)CC2)no1 (centres undefined)
    10%	-1%	6%	-6%	0%	24	2%	-14%	7%	6%	-13%
> O=C(N/N=C/c1ccc[nH]1)c1ccc(COc2cccc3cccnc23)cc1
    ?	?	-17%	-37%[inhibitor]	0%	3	16%	13µM*	-47%[inhibitor]	-77%	14µM*
> Cc1ccc2[nH]c(C)c(/C=N/Nc3nc4ccccc4s3)c2c1
    28%	?	0%	15%	1%	-2	3%	-33%	-3%	-63%	4%
> CC(O)CSc1nc2c(c(=O)[nH]c(=O)n2C)n1CC(O)COc1ccccc1 (centres undefined)
    -6%	-2%	-1%	-4%	-7%	0	1%	2%	1%	0%	14%
> O=[n+]1c2c(n([O-])c3cc(Cl)ccc31)CCCC2
    5%	5%	3%	0%	5%	-1	0%	-15%	14%	-6%	-6%
> CCN(c1ccccc1)S(=O)(=O)c1cc(C(=O)NCc2ccco2)ccc1C
    -15%	1%	-4%	-3%	7%	25	1%	/	-5%	-23%	/
> Nc1nc(C23CC4CC(CC(C4)C2)C3)[nH]c(=O)n1
    15%	-2%	1%	2%	-6%	-11	2%	20%	-1%	-3%	5%
> O=C1CSC(=S)N1c1ccc(F)c(Cl)c1
    -7%	-2%	-4%	-1%	-29%	9	2%	-27%	-3%	-15%	0%
> COC(=O)c1c[nH]n2c(=O)cc(C)nc12
    3%	-4%	-3%	5%	-22%	3	28%	3%	2%	0%	-13%
> O=C(NS(=O)(=O)N1CCCC1)C1=C(N2CCCC2)COC1=O
    ?	-2%	1%	0%	3%	2	3%	/	7%	2%	/
